Mcl1 Noxa PPI = Mcl-1/Noxa interaction inhibition | TR-FRET Mcl-1/Noxa peptide binding, 2 h | 220,000 compounds, 1.5% hits | Q07820 | inhibition, % at 21.7 µM;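 active = compounds that cut the protein-peptide binding signal by more than 50% relative to plate controls in a single-dose test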;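 also: His-tagged Mcl-1 with rhodamine Noxa BH3 peptide and terbium anti-His antibody; 0% = Mcl-1 plus Noxa peptide wells and 100% = peptide-only wells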
RGS4-Gao reg = human RGS4-Galphao interaction regulation; P09471; Multiplexed bead flow cytometry, RGS4-Galphao binding; actives lie on both sides; binding response (% of control), % at 10 µM; 220,000 compounds, 0.33% hits; AID 1415; in the data active = binding response below about 49% or above about 150%; inactive = in between;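 also: fluorescent Galphao activated with aluminum fluoride binding bead-coupled RGS4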
Target sequence (P09471 whole entry, looked up): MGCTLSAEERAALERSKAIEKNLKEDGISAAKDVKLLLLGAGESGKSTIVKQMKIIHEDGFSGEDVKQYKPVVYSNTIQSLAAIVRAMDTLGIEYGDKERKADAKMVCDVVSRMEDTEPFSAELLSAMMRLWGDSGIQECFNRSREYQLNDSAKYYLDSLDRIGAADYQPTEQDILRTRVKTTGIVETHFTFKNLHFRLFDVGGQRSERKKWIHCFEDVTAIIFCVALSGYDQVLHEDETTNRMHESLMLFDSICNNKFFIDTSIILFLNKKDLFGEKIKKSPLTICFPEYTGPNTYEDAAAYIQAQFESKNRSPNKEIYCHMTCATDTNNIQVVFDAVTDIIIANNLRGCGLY
Bcl-W Bim block = inhibitors of Bim-Bcl-W interaction, human. AID 952. inhibition, % at 10 µM. 190,000 compounds, 0.02% hits. bead-based flow cytometry, Bim peptide-Bcl-W binding. Q92843;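 also: 0% = bound tracer without compound and 100% = peptide blocker; higher means less fluorescent Bim peptide bound to Bcl-W beads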
Target sequence (Q92843 whole entry, looked up): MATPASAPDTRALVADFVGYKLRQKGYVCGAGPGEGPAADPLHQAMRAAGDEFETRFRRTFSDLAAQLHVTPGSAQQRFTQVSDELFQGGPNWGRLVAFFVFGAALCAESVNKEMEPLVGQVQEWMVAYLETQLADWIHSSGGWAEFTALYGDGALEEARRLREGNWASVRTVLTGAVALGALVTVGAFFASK
RGS7-Gao reg = modulates binding of RGS7 to human Galphao; binding response (% of control), % at 10 µM; Multiplexed bead flow cytometry; actives lie on both sides; 220,000 compounds, 0.35% hits; AID 1439; P09471; in the data active = binding response below about 49% or above about 150%; inconclusive = no clear call, values can overlap the other calls; inactive = in between;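 also: fluorescent Galphao held in activated GDP-AlF4 state binding bead-coupled RGS7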
Bim-Bcl-B = inhibitors of Bim-Bcl-B interaction, human; Q9HD36; bead-based flow cytometry, Bim peptide-Bcl-B binding; inhibition, % at 10 µM; 190,000 compounds, 0.073% hits;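 also: 0% = tracer peptide without compound and 100% = reference inhibitor peptide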
Target sequence (Q9HD36 whole entry, looked up): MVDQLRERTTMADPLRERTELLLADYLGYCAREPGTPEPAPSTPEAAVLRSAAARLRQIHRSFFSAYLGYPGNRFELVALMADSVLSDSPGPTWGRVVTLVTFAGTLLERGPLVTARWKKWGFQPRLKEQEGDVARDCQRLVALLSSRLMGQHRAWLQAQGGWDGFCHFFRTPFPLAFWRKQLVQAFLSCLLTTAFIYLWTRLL
Mcl-1 Bim block = inhibitors of Bim-Mcl-1 interaction, human; Q07820; Bead-based flow cytometry, Bim peptide-Mcl-1 binding; inhibition, % at 10 µM; 190,000 compounds, 0.1% hits;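 also: 0% = no compound tracer wells and 100% = peptide blocker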
Mcl1 Bid PPI = disrupts binding of human Mcl-1 to Bid peptide; Q07820; TR-FRET Mcl-1/Bid-Dy647 peptide binding, 1536-well; inhibition, % at 21.7 µM; 220,000 compounds, 0.97% hits;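 active = compounds that cut the binding signal by more than half at the single screening dose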;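 also: His-tagged Mcl-1 with europium anti-His antibody binding Bid BH3 peptide; 0% = Mcl-1 plus peptide wells and 100% = peptide-only wells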
Bim-Bcl-2 = inhibitors of Bim-Bcl-2 interaction, human. P10415. Bead-based flow cytometry, Bim peptide-Bcl-2 binding. inhibition, % at 10 µM. 190,000 compounds, 0.06% hits. AID 950; in the data active = inhibition above about 40%; inconclusive = no clear call, values can overlap the other calls;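 also: 0% = no compound wells with probe peptide and 100% = reference peptide inhibitor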
Target sequence (P10415 whole entry, looked up): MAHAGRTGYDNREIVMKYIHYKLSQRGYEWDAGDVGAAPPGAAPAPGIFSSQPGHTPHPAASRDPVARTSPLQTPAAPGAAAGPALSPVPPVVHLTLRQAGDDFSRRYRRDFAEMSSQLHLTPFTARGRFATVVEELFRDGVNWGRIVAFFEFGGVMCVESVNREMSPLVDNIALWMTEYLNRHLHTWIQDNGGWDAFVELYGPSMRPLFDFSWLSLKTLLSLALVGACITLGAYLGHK
Bim-Bcl-XL = human Bim-Bcl-XL interaction inhibition | Q07817 | Bim peptide-Bcl-XL binding, bead flow cytometry, fluorescence | inhibition, % at 10 µM | 190,000 compounds, 0.04% hits | AID 1007
RGS8-Gao = regulators of human RGS8-Galphao interaction; P09471; multiplexed bead flow cytometry, RGS8-Galphao binding; actives lie on both sides; response (percent of control binding), % at 10 µM; 220,000 compounds, 0.34% hits; AID 1423; in the data active = response below about 60% or above about 140%; inactive = in between;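 also: Galphao activated as the GDP aluminium fluoride complex binding bead-coupled RGS8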
Bim-Bfl-1 = human Bim-Bfl-1 interaction inhibition. Q16548. Bead-based flow cytometry, Bim-Bfl-1 binding inhibition. inhibition, % at 10 µM. 190,000 compounds, 0.12% hits. AID 1008;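 also: 0% = wells without compound plus tracer and 100% = blocker peptide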
* marks the source's active call; other numbers are inactive results; ? = inconclusive; · = not tested or not shown. Rule as the data show it, unless noted: active = inhibition above about 40%.

SMILES,Mcl1 Noxa PPI,RGS4-Gao reg,Bcl-W Bim block,RGS7-Gao reg,Bim-Bcl-B,Mcl-1 Bim block,Mcl1 Bid PPI,Bim-Bcl-2,Bim-Bcl-XL,RGS8-Gao,Bim-Bfl-1
Clc1nssc1=Nc1ccc(Br)cc1,-6,92,-2,92,-51,-1,-14,4,-10,88,37
CSc1ccccc1NC(=O)Cc1ccccc1,0,99,-2,100,-4,0,-3,0,-4,99,-6
O=C(Nc1ccc(S(=O)(=O)Nc2nccs2)cc1)c1cccc(N2C(=O)c3ccccc3C2=O)c1,53*,104,1,103,7,-1,-98,2,2,104,4
CCCN(CCC(=O)Nc1ccccc1F)CC1CC1,·,98,1,96,-6,-1,-3,-9,-10,99,-14
CN1CCN(CC(=O)N(Cc2c(C#N)c3ccccc3n2C)c2ccccc2)CC1,1,100,0,100,-6,-1,-19,-8,-3,101,-11
O=C(CSCc1ccccc1Cl)NNC(=O)c1ccccc1,12,103,0,106,-1,1,-2,-1,1,102,0
COc1ccc(CCNc2nnc(Sc3nnnn3-c3ccccc3)s2)cc1OC,-4,100,-6,97,-12,-4,-1,-7,-4,102,-9
Cn1c(CN2CCOCC2)nnc1SCC(N)=O,13,101,2,99,-1,0,0,-1,-2,101,0

Records listed above that bear a hit mark in Mcl1 Noxa PPI.
SMILES,Mcl1 Noxa PPI,RGS4-Gao reg,Bcl-W Bim block,RGS7-Gao reg,Bim-Bcl-B,Mcl-1 Bim block,Mcl1 Bid PPI,Bim-Bcl-2,Bim-Bcl-XL,RGS8-Gao,Bim-Bfl-1
O=C(Nc1ccc(S(=O)(=O)Nc2nccs2)cc1)c1cccc(N2C(=O)c3ccccc3C2=O)c1,53*,104,1,103,7,-1,-98,2,2,104,4

Further compounds.
SMILES,Mcl1 Noxa PPI,RGS4-Gao reg,Bcl-W Bim block,RGS7-Gao reg,Bim-Bcl-B,Mcl-1 Bim block,Mcl1 Bid PPI,Bim-Bcl-2,Bim-Bcl-XL,RGS8-Gao,Bim-Bfl-1
O=C(NCCN1CCNCC1)c1ccccn1,28,104,0,99,-1,0,7,2,0,102,-1
CN(CC(=O)Nc1ccccc1Cl)C(=O)c1cc(=O)[nH]c2ccccc12,-7,97,·,?,·,·,-66,·,·,100,·
O=C(NCCCN1CCN(c2ccccc2F)CC1)C1CCN(S(=O)(=O)N2CCOCC2)CC1,9,92,-1,92,0,0,-20,0,-2,103,0
CC(NC(=O)c1ccccc1F)c1nnc(SCC(=O)N2CCN(c3ccccc3)CC2)n1C (configuration not stated),16,91,1,?,-3,0,-3,-2,0,94,-6
Cn1c(=O)n(C)c2cc([N+](=O)[O-])c(N3CCN(S(=O)(=O)c4ccccc4)CC3)cc21,21,103,19,106,14,26,-1,26,34,114,30
O=C(O)C(Cc1ccccc1)N=Cc1c(O)c2ccccc2oc1=O (configuration not stated),4,100,0,98,0,0,2,-4,-1,102,-3
C/C(=N\NC(=O)c1cc2c(s1)CCC(C)C2)c1cccnc1 (configuration not stated),24,101,-1,103,-9,-3,-5,-5,-5,96,0
COc1ccc(CCN(C)C(=O)C2CCN(Cc3ccccc3)CC2)cc1OC,25,101,0,98,-3,-1,0,-2,-3,101,-6

Among those listed so far, 2 contain an aryl methoxy group.
SMILES,Mcl1 Noxa PPI,RGS4-Gao reg,Bcl-W Bim block,RGS7-Gao reg,Bim-Bcl-B,Mcl-1 Bim block,Mcl1 Bid PPI,Bim-Bcl-2,Bim-Bcl-XL,RGS8-Gao,Bim-Bfl-1
COc1ccc(CCNc2nnc(Sc3nnnn3-c3ccccc3)s2)cc1OC,-4,100,-6,97,-12,-4,-1,-7,-4,102,-9
COc1ccc(CCN(C)C(=O)C2CCN(Cc3ccccc3)CC2)cc1OC,25,101,0,98,-3,-1,0,-2,-3,101,-6

Later entries.
SMILES,Mcl1 Noxa PPI,RGS4-Gao reg,Bcl-W Bim block,RGS7-Gao reg,Bim-Bcl-B,Mcl-1 Bim block,Mcl1 Bid PPI,Bim-Bcl-2,Bim-Bcl-XL,RGS8-Gao,Bim-Bfl-1
O=C(CCn1cnc2ccccc2c1=O)Nc1ccc(S(=O)(=O)N2CCCCC2)cc1,16,102,-2,104,-5,-2,-3,0,0,101,0
COCCNc1c2c(c(C#N)c3nc4ccccc4n13)CCCC2,-9,109,-1,127,-5,-9,-10,-5,-2,104,-7
CSc1ccccc1NC(=O)COc1ccc(S(=O)(=O)N2CCCC2)cc1,-14,105,0,103,-7,-1,-7,-6,-10,103,-10
CC1=C(C#N)S(=O)(=O)C(C#N)C(c2ccccc2)C1 (configuration not stated),-11,104,·,?,·,·,-52,·,·,102,·
Oc1ccc(N=Cc2cc(Br)c(N3CCOCC3)o2)cc1,26,93,5,92,-1,-2,-45,7,-1,94,14
NC(=O)c1nnn(-c2ccccc2)c1N,8,103,3,100,0,0,10,0,-1,122,-1
Cc1ccc(N2C(=O)c3ccccc3C2=O)cc1Cl,-5,99,-5,98,-2,-3,0,1,-4,102,3
CN(C)CCNC(=O)c1cc(Sc2ccc(F)cc2)nc2ccccc12,5,108,-3,105,-2,-3,5,1,-3,103,0
CCC(C)c1ccc(O)c(NC(=S)NC(=O)c2cccnc2)c1 (configuration not stated),-30,102,-2,100,-3,0,-74,-8,-3,103,-6
CCCC(C)NC(=O)c1cccc(Oc2ccccc2)c1 (configuration not stated),-10,98,-1,101,-2,-5,-8,-1,-1,97,-4
c1ccc(-c2nn3c(C4CCCCC4)nnc3s2)cc1,17,95,0,99,-10,-3,-8,-9,-6,95,-10
CN(C)c1ccc(-c2nnn(CC(=O)N3c4ccccc4CCc4ccccc43)n2)cc1,7,99,0,96,-2,1,-39,-1,2,100,-5
COCc1cc(=O)n2[nH]c(-c3ccco3)cc2n1,-3,99,·,?,·,·,-16,·,·,100,·
COc1cc(C(=O)NCC(=O)N/N=C/c2cccc(OC(=O)c3ccco3)c2)cc(OC)c1OC,3,103,0,101,-1,0,-4,-5,1,101,-5
COc1ccc(S(=O)(=O)NCC2CCC(C(=O)NCc3cccnc3)CC2)cc1 (configuration not stated),10,96,-4,99,0,-4,-5,-6,0,98,-3
N#Cc1c(-c2ccccc2)nc2n(c1=O)CCS2,13,98,-1,99,0,-1,-7,-1,1,101,0
CCOCCCNC(=S)NCCNc1nc2ccc(C)cc2cc1C#N,5,102,-3,101,-7,-3,-26,-4,-6,99,-4
CCOCCCNC(=O)C(NC(=O)c1ccccc1O)c1ccc(Cl)cc1 (configuration not stated),6,102,-4,101,-6,-2,-29,-5,-5,104,-7
CN(C)c1ccc(/C(=N\O)c2ccccc2)cc1,11,104,2,101,-7,-9,-1,-15,3,102,-8
Cc1ccc(C(=O)NC(=S)NNC(=O)c2ccccc2[N+](=O)[O-])cc1,-38,96,-1,102,-3,3,-65,0,-5,95,5
CCN1CCN(Cc2ccccc2NC(=O)Nc2ccc(C)cc2)CC1,5,102,-2,99,-11,0,-25,-8,-2,100,-13
O=C(CCCCCn1c(=S)[nH]c2ccc(N3CCOCC3)cc2c1=O)NCc1ccc2c(c1)OCO2,20,102,-3,100,-21,-2,32,0,-4,100,-2
CCOC(=O)c1ccc(NC(=S)NC2CC(C)(C)NC(C)(C)C2)cc1,-13,101,-4,99,-5,-8,-17,-3,-4,105,-6
O=C1CCC(C(=O)Nc2ccccc2)N1 (configuration not stated),-9,103,-6,102,-1,0,-9,0,-4,104,1
COc1ccc(NC(=S)N(CCCN2CCCC2)Cc2cccn2Cc2ccc(Cl)cc2)cc1Cl,28,98,-5,101,-12,0,-30,-1,-2,100,-3
COC(=O)C1CCN(C(=O)COC(=O)CCc2nc3ccccc3c(=O)[nH]2)CC1,11,100,0,100,1,1,-31,0,-3,101,-1
N#C/C(=N\Nc1ccccc1F)c1nc(-c2ccccc2)cs1,3,101,0,102,-2,0,4,-1,1,101,-1
COc1ccc(C2N(S(=O)(=O)c3ccc(C)cc3)CCN2S(=O)(=O)c2ccc(C)cc2)cc1,9,100,0,95,-10,-3,-14,-11,-6,99,-14
Cc1cc(=O)n2c(C)n[nH]c2n1,1,105,0,106,-8,-2,1,-7,-4,107,-14
O=C(CCc1c[nH]c2ccccc12)N/N=C/c1ccc2c(c1)OCO2,2,80,0,92,-4,0,-42,-2,-4,94,0
Cc1ccc(NC(=S)Nc2cc(C(=O)O)ccc2N2CC3CC(C2)c2cccc(=O)n2C3)cc1C (configuration not stated),4,106,-2,102,-3,9,-46,-2,0,105,-2
CCc1nnc(NC(=O)c2n[nH]c(=O)c3ccccc23)s1,-11,105,·,?,·,·,-22,·,·,103,·
CN1C(=O)c2ccccc2N(C)C1c1ccc2c(c1)OCO2 (configuration not stated),17,97,0,97,3,-1,7,0,0,96,0
O=C(NC1CCCCC1)N(Cc1cc2cc3c(cc2[nH]c1=O)OCCO3)C1CCCCC1,-12,103,2,103,-5,2,-11,0,1,102,-6
CCCCNC(=O)C1CCN(c2nc(C)cc(C)n2)CC1,-1,100,-4,102,-6,-2,-26,2,-5,101,-3
O=C(/C=C/c1cccs1)NCc1cccnc1,2,92,-4,89,-14,-5,-26,-18,-9,94,-9
Cc1ccc(/C=C2\Oc3c(ccc(O)c3CN3CCN(CCO)CC3)C2=O)cc1,7,95,1,97,-1,0,-10,2,-2,99,-3
CC(=O)C1=C(C)NC(SCc2ccc(C#N)cc2)=C(C#N)C1c1ccco1 (configuration not stated),37,79,-3,102,-10,0,-32,-3,-4,97,-3
O=C1c2ccc(Oc3ccc4c(c3)C(=O)N(CCCCO)C4=O)cc2C(=O)N1CCCCO,5,96,1,98,2,0,-18,0,-1,99,-1
Cc1cc(C)n2[nH]c(=O)c(N=Nc3cccc(Cl)c3)c2n1,15,101,0,99,-9,-2,-13,-8,-6,101,-15
N#Cc1cccc(NC(=O)COC(=O)CCc2nc3ccccc3c(=O)[nH]2)c1,-2,100,2,100,0,3,-18,-2,-2,98,-2
COc1ccc(-c2cc(C(=O)N3CCOCC3)c3cc(C)ccc3n2)cc1,20,101,-2,100,2,-1,10,-1,1,98,0
CNC(=O)/C(C#N)=C1\SC(Cc2ccc(F)cc2)C(=O)N1c1ccccc1C (configuration not stated),5,99,·,?,·,·,-27,·,·,96,·
CN(C)c1ccc(/C=N\NC(=S)SCN2C(=O)C3CCC(C)(C2=O)C3(C)C)cc1 (configuration not stated),-48,86,-4,90,-6,-2,-62,-7,-8,93,0
CNc1cc(F)nc(F)n1,-6,103,1,98,1,5,-16,8,3,103,4
O=C(NCC1CCCO1)c1cccc(F)c1 (configuration not stated),26,99,0,100,-2,1,7,0,3,103,-1
COc1ccc(Cc2nnc(NC(=O)c3ccc(Cl)c([N+](=O)[O-])c3)s2)cc1,0,103,7,101,-2,2,1,-3,-3,101,-7
COc1cccc(NC(=O)C(c2ccccc2)N2CCNC(=O)C2)c1 (configuration not stated),-5,102,0,103,0,0,-13,0,0,102,-5
CCC1CCC2(CC1)NNC(=S)NN2,-33,99,-8,104,-6,-5,-117,0,-6,101,0
CCCCCOc1ccc(Br)cc1/C(C)=N/NC1=NCCN1,28,108,1,110,-5,0,8,7,0,107,4
C=CCc1cc(Cl)ccc1OCCOCCNCCOC,14,95,-3,96,-6,-1,5,-3,-3,93,1
COc1cccc(N(CC(=O)NCCSc2ccc(Cl)cc2)S(C)(=O)=O)c1,3,96,0,98,-8,0,-8,-9,-2,100,-17
